GoLoco inh red = qHTS Assay for Inhibitors of RGS12 GoLoco Motif Activity (Red Fluorophore); Guanine nucleotide-binding protein G(i) subunit alpha-1 (Homo sapiens), P63096; Gai1:RGS12 GoLoco peptide FP, rhodamine, 10 min; Potency, µM (highest dose often 61.6 µM), inactives show top-dose activity, negative = inhibition, hits mostly inhibitors; actives 0.44% (n = 230,000); AID 880, 2007; active = well fitted inhibition curve with a large enough effect, not every such curve was filed as active; inactive = no such curve, though single readings can be large or run the other way; note: nearly all actives have a fitted effect of over 30% in size; many of its hits are not listed in these tables
Tau ThT inhib = qHTS for Inhibitors of Tau Fibril Formation, Thioflavin T Binding; actives 2.1% (n = 270,000); recombinant tau K18 P301L (four-repeat tau fragment), heparin-induced fibrillization, ThT fluorescence; Potency, µM (titrated, usually from 57.4 µM), for the others: top-dose activity, negative = inhibition, actives largely listed as inhibitors; Microtubule-associated protein tau (Homo sapiens), P10636; AID 1460, 2008; note: nearly all actives have a fitted effect of over 55% in size
Target sequence (P10636 561-689 P618L limits assumed): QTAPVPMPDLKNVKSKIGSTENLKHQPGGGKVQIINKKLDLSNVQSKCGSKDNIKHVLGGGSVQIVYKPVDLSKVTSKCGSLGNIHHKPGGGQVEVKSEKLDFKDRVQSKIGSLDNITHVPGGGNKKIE
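Tau K18 P301L fragment (15 uM unlabeled plus 0.24 uM Alexa 594-labeled) in 100 mM sodium acetate pH 7 with compound, fibrillization induced by 20 uM heparin for 6 hr at 37 C. Thioflavin T (30 uM) added, fluorescence read after 1 hr (ex 450, em 510 nm).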
KDM4E inh = qHTS Assay for Inhibitors of Human Jumonji Domain Containing 2E (JMJD2E); AID 2147, 2009; JMJD2E catalytic domain, FDH-coupled NADH fluorescence (FDH is formaldehyde dehydrogenase); Potency, µM (top dose mostly 57.1 µM), without a hit: top-dose activity change, negative = inhibition, most hits filed as inhibitors; actives 1.6% (n = 230,000); active = well fitted inhibition curve with a large enough effect, not every such curve was filed as active; inconclusive = small, poorly fitted or top-dose-only effect, or another doubt; inactive = no such curve, though single readings can be large or run the other way;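 note: 0% = wells with enzyme and -100% = buffer wells without enzyme; nearly all actives have a fitted effect of over 50% in size; many of its hits are not listed in these tables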
TexasRed fluor = Total Fluorescence Counterscreen for Inhibitors of the Interaction of Thyroid Hormone Receptor and Steroid Receptor Coregulator 2; TRb/SRC2 Texas Red total fluorescence interference; Potency, µM (highest dose often 106 µM), without a hit: top-dose fluorescence change, negative = quenching; actives 0.29% (n = 280,000); active = well fitted curve in either direction with a large enough effect; inconclusive = small, poorly fitted or top-dose-only effect
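Flags fluorescent or light-absorbing compounds by total fluorescence, S + 2P, at 555 nm excitation and 632 nm emission. Mixture: 20 nM Texas Red SRC2 peptide, 0.6 uM human TRb LBD, 1 uM T3, 5% DMSO; compound exposure 5 h at ambient temperature.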
L3MBTL1 block = qHTS Assay for the Inhibitors of L3MBTL1; AlphaScreen L3MBTL1–H3K9me1 peptide binding; Potency, µM (titrated, usually from 57.1 µM), without a hit: at the highest dose activity, negative = inhibition, actives largely listed as inhibitors; actives 0.66% (n = 230,000); AID 485360, 2010; note: nearly all actives have a fitted effect of over 60% in size
Target sequence (Q9Y468 whole entry, looked up): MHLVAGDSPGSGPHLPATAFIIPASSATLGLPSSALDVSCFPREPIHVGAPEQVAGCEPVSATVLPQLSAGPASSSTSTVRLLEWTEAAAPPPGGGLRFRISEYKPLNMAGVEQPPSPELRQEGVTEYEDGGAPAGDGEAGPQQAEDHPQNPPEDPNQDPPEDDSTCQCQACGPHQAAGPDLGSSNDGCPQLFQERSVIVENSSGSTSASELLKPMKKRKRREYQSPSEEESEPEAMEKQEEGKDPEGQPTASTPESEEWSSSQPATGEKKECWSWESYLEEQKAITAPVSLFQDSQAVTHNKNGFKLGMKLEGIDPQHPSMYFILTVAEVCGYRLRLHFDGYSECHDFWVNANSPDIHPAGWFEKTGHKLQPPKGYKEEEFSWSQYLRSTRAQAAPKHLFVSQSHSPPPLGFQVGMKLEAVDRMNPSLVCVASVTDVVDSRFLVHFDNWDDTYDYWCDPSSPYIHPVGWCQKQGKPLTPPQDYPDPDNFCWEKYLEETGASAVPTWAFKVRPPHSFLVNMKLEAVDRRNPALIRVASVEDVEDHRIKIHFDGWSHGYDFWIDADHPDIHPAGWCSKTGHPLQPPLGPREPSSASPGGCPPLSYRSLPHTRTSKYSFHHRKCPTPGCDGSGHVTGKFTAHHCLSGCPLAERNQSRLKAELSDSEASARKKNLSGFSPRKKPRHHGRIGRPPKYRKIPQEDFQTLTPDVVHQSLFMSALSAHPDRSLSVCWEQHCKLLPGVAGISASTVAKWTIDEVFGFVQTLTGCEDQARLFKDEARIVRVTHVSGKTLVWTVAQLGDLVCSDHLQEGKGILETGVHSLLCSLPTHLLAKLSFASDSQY
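AlphaScreen proximity signal between nickel-chelate acceptor and streptavidin donor beads (final 10 ug/mL) reports binding of 50 nM L3MBTL1 to 75 nM biotin-H3 K9me1 peptide; complex incubated with compounds 30 min at room temperature; cefsulodin titration as control.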
TRb-SRC2 inh = qHTS for Inhibitors of the Interaction of Thyroid Hormone Receptor and Steroid Receptor Coregulator 2; Thyroid hormone receptor beta (Homo sapiens), P10828; TRbeta-SRC2 peptide binding, fluorescence polarization; receptor liganded with 1 µM T3; Potency, µM (series often up to 106 µM), inactives show at the highest dose activity change, negative = inhibition, most hits filed as inhibitors; actives 0.065% (n = 280,000); AID 1469, 2008;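 note: plate controls were bound peptide for no effect and peptide without receptor for full effect; nearly all actives have a fitted effect of over 50% in size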
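Decrease in fluorescence polarization of 20 nM Texas Red SRC2 coactivator peptide flagged inhibition of its binding to 0.6 uM TRb LBD; 1 uM T3 included, incubation 5 hr, ex 555/em 632 nm.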
Tau FP inhib = qHTS for Inhibitors of Tau Fibril Formation, Fluorescence Polarization; K18 P301L tau heparin fibrillization, Alexa594 FP, 6 h; actives 0.39% (n = 280,000); Microtubule-associated protein tau (Homo sapiens), P10636; Potency, µM (doses to about 57.7 µM), inactives show top-dose activity, negative = inhibition, actives largely listed as inhibitors; note: nearly all actives have a fitted effect of over 55% in size
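Read-out: fluorescence polarization of Alexa 594-labeled tau (0.24 uM), 555 nm excitation, 632 nm emission. Mixtures held 15 uM unlabeled K18 P301L, compound and 20 uM heparin, pH 7 acetate buffer, incubated 6 hr at 37 C.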
RECQ1 helicase = qHTS Assay for Inhibitors of RecQ-Like Dna Helicase 1 (RECQ1); ATP-dependent DNA helicase Q1 (Homo sapiens), P46063; actives 0.54% (n = 240,000); RECQ1 DNA unwinding, red fluorescence kinetic read; AID 2549, 2010; Potency, µM (doses to about 57.3 µM), inactives show top-dose activity, negative = inhibition, actives largely listed as inhibitors;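 note: plate controls were vehicle for no effect and no enzyme for full effect; nearly all actives have a fitted effect of over 30% in size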
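50 nM RECQ1T1 preincubated 15 min with compound in Tris pH 8.0 buffer with MgCl2, DTT, Tween-20 and 2.5 ug/ml poly(dI-dC); started with 200 nM TAMRA/BHQ-2 forked duplex and 2 mM ATP. Unwinding read as fluorescence (525/598 nm), two reads 2 h apart.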
Starred values were filed as active, the others as inactive; i = inactive; ? = inconclusive; . = not tested or not shown; [ ] = dose if it differs, or a comment. Unless noted, calls come from the whole dose curve; as a rule, active = well fitted curve in the direction sought with a large enough effect; inconclusive = small, poorly fitted or top-dose-only effect, or another doubt; inactive = no such curve, though single readings can be large; an effect the other way counts as inactive or inconclusive. Unless noted, % is set by controls: 0 for no effect and ±100 for the full control effect; potency is the fitted concentration of half-maximal effect. This is a subset; the hit share may differ from the screen's.

SMILES	GoLoco inh red	Tau ThT inhib	KDM4E inh	TexasRed fluor	L3MBTL1 block	TRb-SRC2 inh	Tau FP inhib	RECQ1 helicase
O=C(NCc1ccco1)c1ccc(CNc2c(N3CCCCC3)c(=O)c2=O)cc1	2%	2%	-2%	1%	-5%	6%	4%	-15%
CCOc1ccc(N(CC(=O)NC(C)CC)S(C)(=O)=O)cc1 (stereo unspecified)	-4%	-6%	2%	0%	.	-2%	10%	-2%
N=c1ccn(Cc2cccc(Cl)c2)cc1	-2%	6%	1%	1%	-11%	17%	-4%	-4%
CN1CCN(c2nc(NCc3ccco3)nc(N)c2[N+](=O)[O-])CC1	9%	2%	-3%	-2%	-19%	2%	-2%	1%
CCOC(=O)c1cc(-c2ccc(C)cc2)n(CCC(=O)Nc2cc(Cl)ccc2C)c1C	.	?	.	-4%	.	-4%	3%	.
CCc1cc(C(=O)N2CCCC(CCC(=O)NCc3cccc(OC)c3)C2)no1 (stereo unspecified)	1%	-4%	12%	0%	7%	2%	-5%	-10%
CCCCN1CC(O)=C(c2nc(-c3ccc(Br)cc3)cs2)C1=N	6%	-11%	1%	-2%	-3%	0%	15%	i
Cn1ncc(Br)c1C(=O)O	5%	1%	9%	0%	.	0%	-8%	-6%
O=C(Cc1csc(Nc2nc(=S)[nH]c3ccccc23)n1)N1CCN(c2cccc(Cl)c2)CC1	19%	-4%	6%	0%	-11%	-6%	?	i
COc1ccccc1N1C(=O)C=C(Sc2nc(C)cc(C)n2)C1=O	1.4µM*	?	1%	17%	-6%	6%	?	-25%
COC(=O)c1cc2sccc2n1Cc1ccc(F)cc1Cl	.	-7%	.	-17%	.	-4%	?	.
O=C(NC(=S)Nc1nc(-c2ccc(Br)cc2)cs1)c1ccco1	3%	-9%	6%	-2%	.	2%	?	i
O=C(CS(=O)CC(=O)N(CC(=O)NC1CCCC1)C1CCCC1)Nc1ccc(F)cc1 (stereo unspecified)	9%	1%	8%	0%	0%	-8%	-4%	i
COc1ccccc1-c1cc2nc(C)cc(C)n2n1	-10%	-3%	?	-5%	1%	1%	-5%	-4%
COC(=O)N=Nc1c(O)n(Cc2ccccc2)c2ccccc12	6%	?	6%	-2%	-8%	2%	-11%	0%
CCCCC(=O)Nc1ccccc1Oc1ccccc1	-5%	-2%	3%	-3%	34%[activator]	3%	1%	0%
CC(C)Sc1nc(N2CCOCC2)c2c(c1C#N)CC(C)(C)SC2	-7%	?	-10%	3%	-9%	1%	-10%	-14%
CN(CCO)c1ccc(-c2nn(C)c(=O)c3ccccc23)cc1[N+](=O)[O-]	12%	?	-5%	-2%	-6%	-8%	-8%	-9%
COc1cc(NC(=O)c2cccnc2SC)cc(OC)c1	3%	-4%	-6%	7%	6%	5%	-7%	-6%
CCOc1ccc(NC(=O)NNC(=O)c2ccc(CC)s2)cc1	20%	6%	-1%	0%	-14%	-6%	-3%	i
COc1cccc(N2CCN(C3CC(=O)N(c4ccc(F)c(Cl)c4)C3=O)CC2)c1 (stereo unspecified)	40%[activator]	-15%	-1%	-1%	-11%	-4%	9%	3%
COc1ccccc1NS(=O)(=O)c1cc(NC(=O)c2cc[n+]([O-])cc2)ccc1N1CCCC1	-11%	?	?	-7%	6%	-7%	-2%	-11%
Cc1ccc(CN2CCc3[nH]c(=O)[nH]c(=O)c3C2)cc1	0%	-15%	?	0%	.	4%	-13%	-3%
COC(=O)Nc1ccc2c(c1)OCO2	-9%	-14%	-13%	-5%	-11%	-3%	13%	2%
CCOC(=O)c1[nH]cnc1C(=O)Nc1ccc(Cl)cc1	11%	-13%	?	-1%	6%	-1%	3%	0%
CCn1c(=S)sc2c(=O)n(-c3ccccc3)c(SC)nc21	.	-8%	4%	-3%	-13%	-4%	4%	4%
CCCCNC(=O)NS(=O)(=O)c1ccc(N)cc1	10%	-10%	.	-1%	.	0%	-13%	-2%
CCc1nnc(N2C(=O)c3ccc(Oc4ccc([N+](=O)[O-])cc4)cc3C2=O)s1	5%	-11%	6%	-1%	6%	-8%	6%	-2%
COc1ccc(CNC(=O)c2cccc(N3CCCC3=O)c2)cc1	17%	-3%	2%	2%	.	0%	6%	-16%
COc1ccc(-c2c3c(=O)n(C)c(=O)n(C)c3c3n2-c2ccccc2NC3c2ccc(OC)cc2)cc1 (stereo unspecified)	.	-19%	.	0%	.	3%	-4%	.
Clc1ccc(-n2ncc3c(N4CCCCCC4)ncnc32)cc1	1%	?	-5%	-3%	-6%	-17%	1%	-2%
COc1cccc(C(=O)N2CCCC(c3nc(-c4cccs4)no3)C2)c1 (stereo unspecified)	-13%	-3%	3%	1%	-5%	-5%	-7%	-5%
COc1ccc(C(=O)CSc2nnc(Cn3cnc4ccccc43)o2)cc1	-3%	-7%	-16%	4%	-1%	6%	1%	-4%
CCCCOC(=O)c1ccc(NC2=NS(=O)(=O)c3ccccc32)cc1	.	-1%	.	-2%	.	1%	?	.
Cc1ccc(OCC(=O)Nc2nc(-c3ccc(Br)cc3)ns2)cc1C	.	-7%	.	11%	.	0%	-16%	.
O=C(NCCN1CCOCC1)C(=O)NCc1ccco1	1%	8%	2%	-2%	1%	-6%	6%	i
COc1cccc(NC(=O)CSc2cc(=O)n(C)c3ccc(Cl)cc23)c1	.	3%	.	-3%	.	-6%	?	.
CCC(C)NC(=O)c1c(F)c(F)c(F)c(F)c1F (stereo unspecified)	-11%	0%	6%	2%	4%	-11%	0%	-11%
S=c1[nH]c2ccc(Cl)cc2[nH]1	-20%	-1%	3%	-2%	14%[11.4 µM]	6%	-8%	-4%
O=C(NCc1ccccc1C(F)(F)F)C12CN(Cc3ccccc3)CC1C(c1ccc([N+](=O)[O-])cc1)=NO2 (stereo unspecified)	-1%	1%	-6%	1%	-7%	-14%	12%	-10%

Laid out differently: entries from further up
SMILES | GoLoco inh red | Tau ThT inhib | KDM4E inh | TexasRed fluor | L3MBTL1 block | TRb-SRC2 inh | Tau FP inhib | RECQ1 helicase
COc1cccc(N2CCN(C3CC(=O)N(c4ccc(F)c(Cl)c4)C3=O)CC2)c1 (stereo unspecified) | 40%[activator] | -15% | -1% | -1% | -11% | -4% | 9% | 3%
COc1ccccc1NS(=O)(=O)c1cc(NC(=O)c2cc[n+]([O-])cc2)ccc1N1CCCC1 | -11% | ? | ? | -7% | 6% | -7% | -2% | -11%
Cc1ccc(CN2CCc3[nH]c(=O)[nH]c(=O)c3C2)cc1 | 0% | -15% | ? | 0% | . | 4% | -13% | -3%
COC(=O)Nc1ccc2c(c1)OCO2 | -9% | -14% | -13% | -5% | -11% | -3% | 13% | 2%
CCOC(=O)c1[nH]cnc1C(=O)Nc1ccc(Cl)cc1 | 11% | -13% | ? | -1% | 6% | -1% | 3% | 0%
CCn1c(=S)sc2c(=O)n(-c3ccccc3)c(SC)nc21 | . | -8% | 4% | -3% | -13% | -4% | 4% | 4%
CCCCNC(=O)NS(=O)(=O)c1ccc(N)cc1 | 10% | -10% | . | -1% | . | 0% | -13% | -2%

Next entries
SMILES	GoLoco inh red	Tau ThT inhib	KDM4E inh	TexasRed fluor	L3MBTL1 block	TRb-SRC2 inh	Tau FP inhib	RECQ1 helicase
O=C(Nc1ccc2c(c1)OCO2)C1CCN(S(=O)(=O)c2cccc3cccnc23)CC1	0%	-17%	-2%	-2%	-7%	-4%	6%	-5%
Cc1c(NC(=O)COC(=O)C2(c3ccccc3F)CCCC2)c(=O)n(-c2ccccc2)n1C	12%	-7%	5%	-2%	1%	1%	4%	i
CCN1C(C(=O)c2ccccc2)=C(NC(=O)c2ccc(Cl)cc2)c2ccccc2S1(=O)=O	.	2%	.	0%	.	5%	5%	.
NC(=O)NC(Cc1ccccc1)C(=O)NCC1(N2CCCCC2)CCCCC1 (stereo unspecified)	2%	1%	0%	-2%	0%	0%	-7%	i
CC1(C)OC2OC(COC(=O)c3ccccc3)C3OC(C)(C)OC3C2O1 (stereo unspecified)	8%	1%	12%	-3%	6%	-2%	9%	-1%
COc1cc(C2c3[nH]c4ccccc4c3CC3C(=O)N4C(Cc5c([nH]c6ccccc56)C4c4cc(OC)c(OC)c(OC)c4)C(=O)N32)cc(OC)c1OC (stereo unspecified)	.	-12%[11.5 µM]	.	-5%[11.2 µM]	.	-1%[11.2 µM]	12%[11.6 µM]	i[11.5 µM]
CCSc1ncc(Cl)c(C(=O)Nc2nc3ccc(OC)cc3s2)n1	.	-16%	.	2.5µM*[quencher]	.	?	-11%	.
